AT treatment: qHTS Assay for Identifying a Potential Treatment of Ataxia-Telangiectasia | […] A-T fibroblasts, KAP-1 phosphorylation AlphaLISA; neocarzinostatin DNA damage 30 min before lysis | Potency, µM (doses to about 57.5 µM), inactives show top-dose activation, most hits filed as activators | 320,000 tested, 0.19% active; note: potency is the fitted concentration of half-maximal effect; % of control where 0% means no effect; nearly all actives have a fitted effect of over 45% in size
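ATM-like activity read as KAP-1 phosphorylation via AlphaLISA donor/acceptor antibody pairs after lysis and 6 hr at 25C. Cells were ATM-null patient fibroblasts ([…], hTERT), dosed 60 min, then exposed to the DSB inducer NCS for 30 min.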
TRPV1 ag: HTS Assay for Compounds that Act as Agonists of the Vanilloid Receptor 1; Transient receptor potential cation channel subfamily V member 1 (Homo sapiens), Q8NER1; TRPV1-expressing cells, Fluo-8 calcium influx, agonist mode; activation, % at 8.33 µM; 320,000 tested, 0.19% active; AID 540275, 2011; in the data active = activation above about 80%; inconclusive = between about 30% and that limit; note: 0% is about no effect
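TRPV1-expressing cells were cultured overnight at 35.5C and loaded with Fluo-8 calcium dye for 40 to 90 min at room temperature. After a 10 s baseline, compound was added and calcium influx was read kinetically for 3 min (ex 480/em 520 nm).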
USP2a block: qHTS Assay for Inhibitors of Ubiquitin-specific Protease USP2a Using CHOP2 as the Reporter; USP2 core, Ub-CHOP2 coupled fluorogenic reporter, 485/531; Potency, µM (series often up to 38.3 µM), inactives show at the highest dose activity change, negative = inhibition, most hits filed as inhibitors; 330,000 tested, 0.01% active;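 note: potency is the fitted concentration of half-maximal effect; plate controls were DMSO wells for no effect and full inhibition by NEM control for full effect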
Target sequence (O75604 whole entry, looked up): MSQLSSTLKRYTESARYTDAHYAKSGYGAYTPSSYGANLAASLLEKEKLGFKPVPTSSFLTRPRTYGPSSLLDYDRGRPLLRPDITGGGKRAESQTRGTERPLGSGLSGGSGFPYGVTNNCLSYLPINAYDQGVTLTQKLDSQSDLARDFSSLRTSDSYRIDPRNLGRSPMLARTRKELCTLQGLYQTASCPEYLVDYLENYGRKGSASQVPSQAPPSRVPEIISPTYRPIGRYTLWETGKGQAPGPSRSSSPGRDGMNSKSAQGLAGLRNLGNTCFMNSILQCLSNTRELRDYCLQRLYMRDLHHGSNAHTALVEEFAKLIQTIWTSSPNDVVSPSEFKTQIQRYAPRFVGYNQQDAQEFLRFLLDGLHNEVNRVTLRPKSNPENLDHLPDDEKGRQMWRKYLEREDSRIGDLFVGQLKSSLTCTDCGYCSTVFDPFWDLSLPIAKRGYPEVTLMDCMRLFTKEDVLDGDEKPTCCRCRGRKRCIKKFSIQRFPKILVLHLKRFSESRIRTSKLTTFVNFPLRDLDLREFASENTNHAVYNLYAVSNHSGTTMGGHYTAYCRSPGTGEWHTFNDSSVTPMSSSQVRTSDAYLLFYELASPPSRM
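Deubiquitinase activity read as fluorescence (485/531 nm) after Ub-CHOP2 cleavage activates the enterokinase reporter on its substrate; USP2 core 10nM, Ub-CHOP2 and substrate 25nM each, 30min compound preincubation then 60min RT; data normalized to NEM, curves fitted.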
TSHR antag: Antagonists of the Thyroid Stimulating Hormone Receptor: HTS campaign; 330,000 tested, 0.2% active; TSHR-expressing cells, TSH-stimulated cAMP HTRF, 2 h; stronger effect = lower value; activity change, negative = inhibition, % at 11.5 µM;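 active = activity change below a set negative limit, meaning inhibition stronger than a set level, cut at about -70% in these data; inconclusive = activity change between two set negative limits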; note: % is set by controls: 0 for no effect and ±100 for the full control effect
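TSHR-expressing cells, 200/well, pre-treated with compound, then stimulated with EC80 TSH (4nM final) for 2 hours at 37 deg C. cAMP measured by competitive HTRF: anti-cAMP cryptate antibody in lysis buffer plus cAMP-d2, read after 30 minutes at room temperature.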
ELG1 DNA repair: qHTS screen for small molecules that inhibit ELG1-dependent DNA repair in human embryonic kidney (HEK293T) cells expressing luciferase-tagged ELG1 | Potency, µM (titrated, usually from 46.1 µM), for the others: at the highest dose activity change, negative = inhibition, hits mostly inhibitors | 330,000 tested, 2.3% active | HEK293T ELG1-luciferase reporter, luminescence, 16 h; DNA damage induced by 5-fluorouridine; note: potency is the fitted concentration of half-maximal effect; % is set by controls: 0 for no effect and ±100 for the full control effect; nearly all actives have a fitted effect of over 55% in size
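Quantitative HTS, concentration-response format. 2,000 cells/well co-treated with 5-fluorouridine and compound, 16 hr in 5% CO2 at 37 °C; ONE-Glo luminescence read after 30 min.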
Mito fusion act: qHTS Assay for Small Molecule Inhibitors of Mitochondrial Division or Activators of Mitochondrial Fusion | AID 485298, 2010 | Potency, µM (series often up to 46.1 µM), inactives show at the highest dose growth rescue (activation), most hits filed as activators | S. cerevisiae fusion-defective mutant growth rescue, CellTiterGlo 48 h | 320,000 tested, 0.23% active;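 note: potency is the fitted concentration of half-maximal effect; % of control where 0% means no effect; nearly all actives have a fitted effect of over 45% in size; temperature-sensitive fusion mutants such as fzo1-1 at 37 °C on non-fermentable ethanol glycerol medium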
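Read-out: ATP-based luminescence (CellTiterGlo, 10 min ambient) reporting growth of fusion-defective ts yeast after 48 hours at 37C on glycerol/ethanol YPEG medium in the presence of compound.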
KCNH2 3.1 block: qHTS for Inhibitors of KCHN2 3.1: Mutant qHTS; Potassium voltage-gated channel subfamily H member 2, brain isoform KCNH2 3.1 (human); 340,000 tested, 0.95% active; U2OS KCNH2 3.1, thallium flux FluxOr; stronger effect = lower value; activity change, % (tested at about 1.8 µM);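 active = maximum activity change below -70%; inconclusive = maximum activity change from -70% to -50%; inactive = maximum activity change above -50%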;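 note: thallium influx rate constant from kinetic fluorescence after stimulation buffer; % is set by controls: 0 for no effect and ±100 for the full control effect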
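Virally transduced U2OS (3.1 isoform, 4 h infection in dark at RT) → overnight 37 C → FluxOr + Red40 in HBSS/HEPES, 45 min → stimulation buffer, 2 min kinetic read → rate constant vs DMSO controls.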
TCR activator: Activators of T cell receptors: qHTS campaign | primary human leukocytes, anti-CD3, IL-2 HTRF, 48 h | Potency, µM (titrated, usually from 9.22 µM), without a hit: at the top dose activation of IL-2 secretion, usual class: activators | 330,000 tested, under 10 active | AID 504894, 2011; note: % of control where 0% means no effect
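1) Mix primary human leukocytes, a-CD3 beads and compound. 2) Incubate 48 hr. 3) Add HTRF IL-2 reagents (a-IL-2-K, a-IL-2-d2).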
hERG WT inh: qHTS for Inhibitors of KCHN2 3.1: Wildtype qHTS | U2OS, BacMam KCNH2, thallium flux FluxOr; stronger effect = lower value | AID 720551, 2013 | 340,000 tested, 0.37% active | Voltage-gated inwardly rectifying potassium channel KCNH2 (Homo sapiens), Q12809 | activity change, % at 1.84 µM;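 active = maximum activity change below -70%; inconclusive = maximum activity change between -70% and -50%; inactive = maximum activity change above -50%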; note: % is set by controls: 0 for no effect and ±100 for the full control effect
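U2OS cells transduced with wild-type KCNH2 virus are loaded with FluxOr dye for 45 min, and thallium flux is measured in kinetic reads before and after stimulation buffer. Rate constants are normalized to DMSO controls.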
Eya2 inh: qHTS Assay for Inhibitors of the Phosphatase Activity of Eya2; recombinant Eya2, OMFP fluorescence dephosphorylation (OMFP is methylfluorescein phosphate); 330,000 tested, 0.006% active; AID 488837, 2010; Potency, µM (top dose mostly 76.9 µM), without a hit: at the top dose activity, negative = inhibition, usual class: inhibitors; note: potency is the fitted concentration of half-maximal effect; % is set by controls: 0 for no effect and ±100 for the full control effect
Target sequence (O00167 whole entry, looked up): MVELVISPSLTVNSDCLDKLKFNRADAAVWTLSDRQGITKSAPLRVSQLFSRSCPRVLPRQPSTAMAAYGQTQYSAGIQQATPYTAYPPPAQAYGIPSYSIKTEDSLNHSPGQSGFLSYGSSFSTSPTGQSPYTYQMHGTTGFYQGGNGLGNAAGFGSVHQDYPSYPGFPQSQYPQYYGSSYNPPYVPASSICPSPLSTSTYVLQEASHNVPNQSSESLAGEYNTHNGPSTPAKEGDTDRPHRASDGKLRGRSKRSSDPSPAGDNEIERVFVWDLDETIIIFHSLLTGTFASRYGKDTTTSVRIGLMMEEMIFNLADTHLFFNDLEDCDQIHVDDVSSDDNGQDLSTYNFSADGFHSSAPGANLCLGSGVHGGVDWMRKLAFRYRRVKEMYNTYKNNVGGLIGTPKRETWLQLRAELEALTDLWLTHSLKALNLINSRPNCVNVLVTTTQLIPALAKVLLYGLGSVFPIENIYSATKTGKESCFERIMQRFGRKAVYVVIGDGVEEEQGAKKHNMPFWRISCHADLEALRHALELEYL
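Eya2 (0.2 uM) preincubated 10 min at ambient with compound, then OMFP substrate added at 50 uM; 10 min reaction in 50 mM HEPES pH 7.5, 50 mM NaCl, 5 uM MgCl2, 0.05% BSA, 1 mM DTT. Fluorescence read at Ex 485/Em 525 nm.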
The depositor's hits bear a star; ? = inconclusive; . = not tested or not shown; [ ] = remark or other dose. Unless noted, calls come from the whole dose curve; as a rule, active = well fitted curve in the direction sought with a large enough effect; inconclusive = small, poorly fitted or top-dose-only effect, or another doubt; inactive = no such curve, though single readings can be large; an effect the other way counts as inactive or inconclusive. An excerpt, so the mix of outcomes need not match the whole.

No.	Molecule	USP2a block	ELG1 DNA repair	TRPV1 ag	AT treatment	Mito fusion act	KCNH2 3.1 block	TSHR antag	Eya2 inh	hERG WT inh	TCR activator
1	Cc1ccc(N2CC(C(=O)Nc3ccc(S(=O)(=O)Nc4nccs4)cc3)CC2=O)cc1C (centres undefined)	1%	-1%	-4	-1%	-7%	60	-6	-7%	-1	12%
2	CNC(=O)c1[nH]cnc1C(=O)Nc1ccc(OC)cc1	-3%	?	2	-2%	4%	-1	5	-8%	-5	2%
3	Cc1cc(C)c(NC(=S)N(CCN(C)C)Cc2cccs2)c(C)c1	-5%	?	-5	-1%	-49%[inhibitor]	-21	8	-2%	3	1%
4	O=C(/C=C/c1ccc(Cl)c([N+](=O)[O-])c1)Nc1ccc(N2CCCC2)cc1	?	-3%	0	-3%	-8%	-8	0	7%	2	1%[46.1 µM]
5	CC(C)NC(=O)NNC(=O)Cn1nnc(-c2cccc(Cl)c2Cl)n1	6%	-14%	-3	5%	0%	4	0	?	4	-3%
6	COc1ccc(-c2[nH]ncc2CN2CCCN(c3ccccc3)CC2)c(F)c1	4%	-14%	-1	2%	-3%	14	-7	-3%	-1	-2%
7	O=C1C2CC=CCC2C(=O)N1Cc1ccccc1Cl (centres undefined)	3%	-3%	13	2%	10%	5	-11	0%	-9	-9%[46.1 µM]
8	COc1ccccc1NC(=O)c1nn(-c2cccc(C(F)(F)F)c2)ccc1=O	3%	?	0	1%	9%	3	-20	0%	3	-5%
9	O=C(CSc1nc2ncccc2[nH]1)Nc1c(F)cc(F)cc1Br	-1%	-6%	-1	-3%	12%	-23	-6	11%	-6	2%
10	O=C(COc1ccc(Cl)cc1)Nc1nnc(S(=O)(=O)N2CCCCCC2)s1	2%	1%	2	-1%	3%	-5	-42	8%	12	-2%
11	C[N+](C)(C)CCCC(=O)c1ccc2c(c1)OCO2	11%	-5%	0	0%	2%	5	17	2%	-2	3%
12	CCOC(=O)c1sc2ccccc2c1NC(=O)c1coc2ccccc2c1=O	-2%	-3%	11	4%	1%	-21	0	0%	-6	-3%[46.1 µM]
13	CCn1c2ccccc2c2cc(CN3CCN(S(=O)(=O)Cc4ccccc4)CC3)ccc21	-1%	-19%	-4	.	-3%	-10	-1	4%	5	5%[46.1 µM]
14	Cc1csc(NC(=O)c2cn3ccccc3n2)n1	8%	?	0	-25%	-20%	-7	5	4%	-3	13%
15	C=CCn1c(SCC(=O)c2[nH]c(C)c(C(=O)OC)c2C)nc2scc(-c3ccc(OC)c(OC)c3)c2c1=O	-2%	-8%	3	-1%	-2%	-1	5	-4%	-15	-1%[46.1 µM]
16	CN(CC(=O)Nc1ccc(S(=O)(=O)N2CCCC2)cc1)Cc1ccc(Cl)cc1	3%	?	13	-2%	22%	7	-6	-5%	0	-9%[46.1 µM]
17	Cc1ccc2nc(N3CCN(CCO)CC3)nc(-c3ccccc3)c2c1	-3%	0%	-4	6%	-31%	-40	-8	13%	15	-3%
18	CCOc1cccc(/C(O)=C2/C(=O)C(=O)N(CCOC)C2c2ccc(C)o2)c1 (centres undefined)	1%	-8%	5	3%	0%	5	-2	12%	2	-5%
19	Cc1ccc(Oc2ccc(NC(=O)c3ccco3)cc2)cc1	-8%	?	0	15%	7%	-1	1	22%	-9	-4%
20	CCOc1ccc(NS(=O)(=O)c2ccc(C(=O)NCC(c3ccc(OC)cc3)N3CCOCC3)cc2)cc1 (centres undefined)	0%	6%	2	-3%	-5%	3	3	-6%	-7	-11%
21	Nc1ncnc2c1ncn2CCN1CCCCC1	-4%	10%	0	3%	1%	-13	-12	11%	6	-5%
22	CCOC(=O)c1c(C)[nH]c(C(=O)Cn2c(=O)oc3ccccc32)c1C	-1%	24%	12	2%	-3%	-18	13	4%	-14	-1%
23	CC1CCCCN1C(=O)COC(=O)c1ccc2c(c1)C(=O)N(Cc1ccco1)C2=O (centres undefined)	2%	-3%	4	2%	6%	18	0	-4%	7	1%
24	COc1ccc(N(C(C)C(=O)N/N=C/c2cc(Br)c(C)o2)S(C)(=O)=O)cc1 (centres undefined)	0%	3%	-2	-2%	5%	5	0	-15%	8	9%
25	CCOc1ccc(OCC)c(S(=O)(=O)NCCCN2CCOCC2)c1	0%	24%	-3	8%	1%	8	0	-2%	7	3%[46.1 µM]

Part of the list above in order of count of non-hydrogen atoms, high to low:
No.	Molecule	USP2a block	ELG1 DNA repair	TRPV1 ag	AT treatment	Mito fusion act	KCNH2 3.1 block	TSHR antag	Eya2 inh	hERG WT inh	TCR activator
13	CCn1c2ccccc2c2cc(CN3CCN(S(=O)(=O)Cc4ccccc4)CC3)ccc21	-1%	-19%	-4	.	-3%	-10	-1	4%	5	5%[46.1 µM]
18	CCOc1cccc(/C(O)=C2/C(=O)C(=O)N(CCOC)C2c2ccc(C)o2)c1 (centres undefined)	1%	-8%	5	3%	0%	5	-2	12%	2	-5%
22	CCOC(=O)c1c(C)[nH]c(C(=O)Cn2c(=O)oc3ccccc32)c1C	-1%	24%	12	2%	-3%	-18	13	4%	-14	-1%

Later entries:
No.	Molecule	USP2a block	ELG1 DNA repair	TRPV1 ag	AT treatment	Mito fusion act	KCNH2 3.1 block	TSHR antag	Eya2 inh	hERG WT inh	TCR activator
26	Cc1ccc(OCC(=O)N2CCN(S(=O)(=O)c3ccccc3)CC2)c([N+](=O)[O-])n1	5%	4%	2	3%	-1%	-1	5	-4%	13	-4%[46.1 µM]
27	O=C(Nc1ccc(S(=O)(=O)NC2CCCC2)cc1)c1cnccn1	0%	-22%	1	-4%	3%	-2	36	5%	-19	2%
28	CN(C(=O)COc1ccc2ccc(=O)oc2c1)C1CCS(=O)(=O)C1 (centres undefined)	0%	2%	-7	-4%	2%	4	20	10%	69	4%
29	O=C1CC(c2ccccc2)CN1C(=O)c1cncc(Br)c1 (centres undefined)	0%	6%	4	-2%	-1%	-1	14	1%	-2	-4%
30	COc1ccc(CC(=O)N(C)Cc2ccc(Cl)cc2)cc1S(=O)(=O)N1CCOCC1	0%	-18%	-3	1%	0%	-7	8	-21%	2	-2%
31	O=C(CC1C(=O)NCCN1Cc1ccccc1C(F)(F)F)NC1CCC1 (centres undefined)	2%	1%	1	0%	-1%	0	5	-3%	7	-5%
32	O=C(COC(=O)c1cc(=O)c2ccccc2o1)Nc1ccccc1F	1%	1%	.	11%	.	7	8	3%	-4	-1%
33	CN1CCN(S(=O)(=O)c2cccc(C(=O)N3CCN(c4ccccc4F)CC3)c2)CC1	2%	19%	-1	1%	3%	9	4	11%	4	1%
34	CC(C)(C)c1ccc(/C=N/NC(=O)Cc2c[nH]c3ccccc23)cc1	-9%	-18%	13	11%	-6%	-12	1	0%	0	.
35	Cc1ccccc1NC(=S)N(CCN(C)C)C(C)c1ccccn1 (centres undefined)	4%	6%	0	-2%	-2%	-12	28	20%	-3	-3%
36	COc1cc(COC(=O)c2cnc(C)cn2)c(OC)cc1Br	0%	?	1	5%	0%	-1	-2	-2%	-3	2%
37	O=C(COC(=O)c1ccc(F)c(S(=O)(=O)N2CCOCC2)c1)NCc1ccc2c(c1)OCO2	2%	-17%	.	1%	.	19	-8	6%	-3	-1%
38	CCCC(C)c1nc(C(N)=O)c2[nH]c(=O)n(-c3ccc(OC)cc3OC)c2n1 (centres undefined)	3%	1%	3	-3%	6%	11	2	-6%	2	-1%

Rewritten as labelled records: entries from further up.
25) CCOc1ccc(OCC)c(S(=O)(=O)NCCCN2CCOCC2)c1
  USP2a block: 0%
  ELG1 DNA repair: 24%
  TRPV1 ag: -3
  AT treatment: 8%
  Mito fusion act: 1%
  KCNH2 3.1 block: 8
  TSHR antag: 0
  Eya2 inh: -2%
  hERG WT inh: 7
  TCR activator: 3%[46.1 µM]
26) Cc1ccc(OCC(=O)N2CCN(S(=O)(=O)c3ccccc3)CC2)c([N+](=O)[O-])n1
  USP2a block: 5%
  ELG1 DNA repair: 4%
  TRPV1 ag: 2
  AT treatment: 3%
  Mito fusion act: -1%
  KCNH2 3.1 block: -1
  TSHR antag: 5
  Eya2 inh: -4%
  hERG WT inh: 13
  TCR activator: -4%[46.1 µM]
27) O=C(Nc1ccc(S(=O)(=O)NC2CCCC2)cc1)c1cnccn1
  USP2a block: 0%
  ELG1 DNA repair: -22%
  TRPV1 ag: 1
  AT treatment: -4%
  Mito fusion act: 3%
  KCNH2 3.1 block: -2
  TSHR antag: 36
  Eya2 inh: 5%
  hERG WT inh: -19
  TCR activator: 2%

Compound activity (PubChem BioAssay)
